USP2a inh = blocks human ubiquitin-specific protease USP2a; USP2a enzymatic assay, qHTS inhibition; Potency, µM (doses to about 38.3 µM), for the others: at the highest dose activity change, negative = inhibition, hits mostly inhibitors; actives 0.1% (n = 60,000); AID 927;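 note: potency is the fitted concentration of half-maximal effect; nearly all actives have a fitted effect of over 60% in size; plate controls were DMSO for no effect and NEM full inhibition control for full effect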
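USP2 core (20 nM final) was preincubated with compound for 30 min at RT in 20 mM Tris-HCl pH 8.0, 2 mM CaCl2, 2 mM beta-mercaptoethanol; Ub-PLA2 (20 nM) plus NBD C6-HPC (20 uM) then added, fluorescence read after 2.5 h.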
Casp7 inh = blocks human caspase-7 allosterically or competitively; P55210; recombinant caspase-7, Ac-DEVD-AFC fluorescence rate; Potency, µM (titrated, usually from 57.5 µM), for the others: at the top dose activity change, negative = inhibition, most hits filed as inhibitors; actives 0.02% (n = 75,000); AID 889; active = well fitted inhibition curve with a large enough effect in the main read-out, with a control signal flat, not every such curve was filed as active; inconclusive = small, poorly fitted or top-dose-only effect, or a change in a side signal; note: potency is the fitted concentration of half-maximal effect; % of control where 0% means no effect
Caspase-1 inhib = allosteric or competitive inhibitors of human caspase-1 | P29466 | Caspase-1 enzyme, Ac-WEHD-AFC fluorogenic rate | Potency, µM (titrated, usually from 57.5 µM), without a hit: at the top dose activity change, negative = inhibition, actives largely listed as inhibitors | actives 0.03% (n = 75,000);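 note: potency is the fitted concentration of half-maximal effect; plate controls were vehicle for no effect and no substrate for full effect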
BRCT inh red = BRCT-phosphoprotein interaction inhibition (red fluorophore). P38398. BRCT-phosphopeptide binding, red fluorescence polarization. actives 0.03% (n = 75,000). AID 892. Potency, µM (titrated, usually from 76.9 µM), inactives show at the top dose activity change, negative = inhibition, most hits filed as inhibitors; note: % is set by controls: 0 for no effect and ±100 for the full control effect
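Fluorescence polarization: 100 nM His-tagged BRCA1 BRCT with 100 nM TAMRA-labelled phospho-BACH1 decapeptide, phosphate buffer pH 7.3 with 150 mM NaCl, DTT, 0.01% Tween 20; 12 min RT. Binding inhibition seen as FP decrease.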
4-MU autofl = 4-MU region autofluorescence | compound autofluorescence, 340/450 nm, 4-MU equivalents; hits give high values | max dye-equivalent concentration, M | actives 11% (n = 59,000) | AID 589; in the data active = max dye-equivalent concentration above about 10 nM; inconclusive = mostly about 1.1 nM to 9.6 nM
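Compounds in 100 mM Tris, pH 8.0, incubated 15 min at room temperature, then fluorescence read at 340 nm excitation/450 nm emission. Signal converted to 4-MU dye-equivalent concentration using an on-plate six-point 4-MU standard curve.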
Ub-GFP proteasome = inhibits proteasome, raising ubiquitin-GFP reporter fluorescence; Ubiquitin-GFP reporter cells, proteasome inhibition, GFP fluorescence; response scale: untreated = 0%, 10 µM MG-132 = 100%; Potency, µM (highest dose often 45.9 µM), for inactives: at the top dose activation (GFP accumulation), hits mostly activators; AID 526; 67,000 tested, under 10 active; active = well fitted activation curve with a large enough effect, not every such curve was filed as active; inconclusive = small, poorly fitted or top-dose-only effect, or another doubt; inactive = no such curve, though single readings can be large or run the other way; note: potency is the fitted concentration of half-maximal effect
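Proteasome block read as GFP accumulation: ubiquitin(G76V)-GFP U2OS cells exposed to compound (2.9 nM–46 uM) for 4 hr at 37 C. Normalization used untreated cells as 0% and 10 uM MG-132 as 100%; concentration-response curves fitted.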
HEK293 cAMP cs = raises cAMP in parental HEK293 cells, TSHR agonist counter-screen; actives 2.5% (n = 73,000); AID 938; Potency, µM (top dose mostly 57.1 µM), for the others: top-dose activation, usual class: activators; parental HEK293 CNG cAMP sensor, membrane potential fluorescence; note: potency is the fitted concentration of half-maximal effect; % of control where 0% means no effect; nearly all actives have a fitted effect of over 55% in size
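Parental HEK 293 cells stably expressing a cAMP-gated CNG channel were loaded with membrane potential dye containing 100 uM RO 20-1724 for 60 min. Compound added for 30 min; depolarization read as fluorescence intensity at 590 nm.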
A350 fluor = compounds fluorescent in Alexa 350 spectral region. Compound autofluorescence, 340/450 nm, Alexa 350 dye-equivalents; hits give high values. max dye-equivalent concentration, M. AID 590. actives 11% (n = 59,000); in the data active = max dye-equivalent concentration above about 10 nM; inconclusive = mostly about 1.1 nM to 9.6 nM
GFP derepression = derepresses silenced GFP locus in mouse C127i cells | mouse C127i GFP locus derepression, cytometry, 30 h | actives 0.09% (n = 68,000) | Potency, µM (doses to about 46.1 µM), for the others: at the top dose GFP derepression (activation); note: % of control where 0% means no effect
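Murine C127i mammary cells carrying a silenced, stably integrated CMV-driven GFP reporter were treated with compound for 30 hours at 37 C. After PBS washes, GFP-positive cells were counted by laser-scanning microplate cytometry.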
BRCT inh green = BRCA1 BRCT-phosphoprotein interaction inhibition; BRCA1 BRCT-phosphopeptide binding, green fluorescence polarization; actives 0.05% (n = 75,000); P38398; Potency, µM (top dose mostly 76.9 µM), for the others: top-dose activity change, negative = inhibition, hits mostly inhibitors; AID 875;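 note: potency is the fitted concentration of half-maximal effect; plate controls were peptide without protein for full effect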
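Fluorescence polarization: His-tagged BRCT (~35 kDa BRCA1 C-terminus, 250 nM) bound to 100 nM fluorescein-labeled phosphorylated 10-aa BACH1 peptide, pH 7.3 phosphate buffer with DTT and Tween 20. Compounds incubated 12 min at room temperature; inhibition read as lowered polarization.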
Fluorescein fluor = compound fluoresces in the fluorescein spectral region; Compound autofluorescence, 480/540 nm, fluorescein-equivalent; hits give high values; max fluorescein-equivalent concentration, M; actives 0.91% (n = 59,000); AID 593; in the data active = max fluorescein-equivalent concentration above about 10 nM; inconclusive = between about 1.1 nM and that limit
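Library compounds, added at multiple concentrations to pH 8.0 Tris buffer (100 mM), incubate 15 min at room temperature before CCD imaging at 480 nm excitation and 540 nm emission.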
* = called active by the depositor; i = inactive; ? = inconclusive; · = not tested or not shown; [ ] = another dose, or the depositor's remark. Unless noted, calls come from the whole dose curve; as a rule, active = well fitted curve in the direction sought with a large enough effect; inconclusive = small, poorly fitted or top-dose-only effect, or another doubt; inactive = no such curve, though single readings can be large; an effect the other way counts as inactive or inconclusive. A portion of the library; rates above refer to the full screens.

SMILES	USP2a inh	Casp7 inh	Caspase-1 inhib	BRCT inh red	4-MU autofl	Ub-GFP proteasome	HEK293 cAMP cs	A350 fluor	GFP derepression	BRCT inh green	Fluorescein fluor
Cc1ccc(NC(=O)COC(=O)C2=COCCO2)cc1	-10%	3%	-1%	1.5%	i	2%	2%	i	3%	-0.4%	?
CN(C)Cc1cc(C(=O)O)cc(CN(C)C)c1O	·	2%[11.5 µM]	-3%[11.5 µM]	-0.2%[15.4 µM]	i	5%[9.17 µM]	3%[11.4 µM]	i	2%[9.22 µM]	-0.2%[15.4 µM]	i
Cc1nn(Cc2ccccc2)c(C)c1C(=O)OCC(=O)c1cc(C)n(C2CC2)c1C	9%	-3%	-2%	-1.9%	i	-1%	?	i	0%	0.0%	?
C=CCn1cc(Cl)c(=O)n(CC=C)c1=O	-4%	0%	1%	-1.0%	i	18%	9%	i	6%	0.2%	i
COc1ccc(NC(=O)C2C(=O)NC3(C)CC2c2ccccc2O3)cc1 (stereo not drawn)	10%	0%	3%	0.7%	i	-10%	2%	i	3%	-5.2%	?
Cc1cccc(OCCOCCN2CCOCC2)c1C	1%	0%	-1%	-1.4%	·	-8%	17%	·	2%	-1.2%	·
O=C(O)CSCc1ccc(Cl)cc1	-2%	1%	2%	-2.8%	i	1%	21%	i	-5%	0.2%	i
O=C(NCc1ccco1)c1cc2sccc2n1Cc1ccccc1	7%	-5%	-7%	-0.4%	i	5%	?	i	0%	0.0%	i
CCOC(=O)N1CCN(c2nc(-c3ccc(Cl)cc3)cs2)CC1	·	-2%	-4%	0.8%	·	·	?	·	·	0.2%	·
COc1ccccc1-n1cnc2cc(NC(C)=O)ccc21	-4%	1%	0%	-0.4%	i	1%	-3%	?	0%	-1.0%	i
CCN(Cc1nc2cc(OC)c(OC)cc2c(=O)[nH]1)C(=O)c1ccc(S(=O)(=O)N(C)C)cc1	2%	?	0%	-2.3%	i	1%	6%	i	-1%	0.0%	?
O=c1c2c(nc3nc(CCc4ccccc4)[nH]n13)CCC2	-1%	1%	0%	0.4%	i	6%	16%	i	6%	-1.7%	i
CCCOc1ccc(CN(CCO)CCO)cc1C(=O)OC	-2%	0%	1%	0.4%	i	-8%	5%	?	0%	0.1%	?
COc1ccc(Cl)cc1NC(=O)CN1CCC(n2nnc3ccccc32)CC1	·	0%	0%	-1.2%	i	-4%	16%	i	6%	-0.7%	i
CCOc1ccc(-n2c(=O)cc(N3CCN(c4ccc(F)cc4)CC3)[nH]c2=O)cc1	-1%	2%	2%	-1.5%	i	-2%	10%	i	2%	1.7%	i
Cc1cc(C)nc(SCC(=O)Nn2cnnc2)n1	-2%	-4%	-10%	-0.5%	i	3%	?	i	1%	-2.7%	i
CCN(Cc1ccccc1)C(=O)Cn1c(=O)n(CC(=O)NCc2ccco2)c(=O)c2sccc21	-20%	0%	2%	-3.3%	i	-11%	12%	i	-1%	-3.2%	?
O=C1CCCc2sccc2N1	-4%	1%	0%	-0.3%	·	?	14%	·	-2%	-1.8%	·
Cc1cc(C)nc(SCC(=O)Nc2ccc(S(=O)(=O)Nc3onc(C)c3C)cc2)n1	·	1%	1%	-0.3%	·	-6%	8%	·	-2%	0.2%	·
Cc1ccc(CNC(=O)c2ccc(CN3CCOCC3)cc2)cc1	6%	-1%	0%	-0.1%	·	0%	7%	·	-4%	-0.3%	·
CC1CCCCN1C(=O)Cn1c(=O)oc2ccccc21 (stereo not drawn)	1%	1%	-2%	-5.5%	i	-1%	6%	i	1%	-0.4%	?
Cn1c(C(=O)NCCN2CCc3ccccc3C2)cc2c(=O)[nH]c3ccccc3c21	54%[activator]	-2%	-2%	-0.9%	i	-3%	25%	i	-4%	-0.4%	?
CCOC(=O)CN(C(=O)CSc1nnc(-c2cccc(OC)c2)o1)c1ccc(F)cc1	-3%	0%	-4%	-1.6%	i	-3%	?	i	2%	1.7%	i
Cc1c(-c2nc(N)nc(C3CC3)c2C)nc(N)nc1C1CC1	·	-2%[11.5 µM]	-2%[11.5 µM]	0.3%[15.4 µM]	i	2%[9.17 µM]	1%[11.4 µM]	i	3%[9.22 µM]	-1.3%[15.4 µM]	i
NC(=S)NNC(N)=S	·	0%	-1%	1.6%	·	·	0%	·	·	-1.9%	·
O=C(Nc1ccc(F)cc1F)c1cc(-c2ccco2)on1	28%	-8%	-2%	1.0%	i	8%	11%	i	-4%	7.5%	?
Cc1ccc(F)cc1NC(=O)c1cccc2nccnc12	1%	1%	-3%	-0.3%	i	-6%	-5%	i	-1%	-0.4%	i
COc1ccc(OC)c(CC(NC(C)=O)C(=O)NC2CCN(c3nc(C)cc(C)c3C#N)CC2)c1 (stereo not drawn)	-13%	·	-1%	-0.7%	?	-2%	0%	?	-1%	-2.1%	?
COc1ccccc1-c1cc(C(=O)NCc2ccco2)no1	-3%	-1%	-1%	0.5%	?	-10%	4%	?	0%	0.6%	i
c1ccc2nc3c(nc2c1)sc1nc2ccccc2n13	-4%	0%	1%	0.4%	1.4e-06M*	11%	-1%	1.7e-06M*	2%	-1.8%	?
COc1ccc(C(=O)Oc2c(CN3CCOCC3)cc(Cl)c3cccnc23)cc1OC	·	1%	-1%	0.4%	·	6%	4%	·	·	0.4%	·
C=CCN1C(=O)C2(C(C#N)=C(N)Oc3n[nH]c(CCC)c32)c2ccccc21 (stereo not drawn)	9%	0%	2%	-0.6%	i	-4%	1%	i	-2%	3.0%	i
CO[C@@H]1COC(=O)[C@H]2CCCN2C(=O)[C@@H](C)COC(=O)[C@H](COCc2ccccc2)NC(=O)C/C=C\[C@H]1C	·	-1%[11.5 µM]	-3%[11.5 µM]	0.2%[15.4 µM]	·	·	0%[11.4 µM]	·	·	0.3%[15.4 µM]	·
CCCn1c(=O)c2ccccc2n2c(SCc3c(C(=O)OCC)oc4ccccc34)nnc12	30%[activator]	0%	-1%	1.8%	i	-4%	16µM*	i	-2%	0.3%	?
CC(=O)c1c(C)[nH]c(C(=O)NCCN2CCC(C)CC2)c1C	12%	0%	0%	-0.4%	i	4%	0%	i	9%	0.2%	i
Cc1ccnc(NC(=O)c2ccc(NC(=O)c3ccco3)cc2)c1	5%	-1%	0%	-2.4%	i	3%	0%	i	3%	1.1%	i
COC(=O)C1=C(N)Oc2cc(C)n(CCN3CCOCC3)c(=O)c2C1c1cccnc1 (stereo not drawn)	-1%	1%	-2%	1.4%	i	-7%	6%	i	2%	0.9%	i
O=C(NCCc1c[nH]c2ccccc12)c1ccc(-n2cnnn2)cc1	4%	0%	0%	-0.3%	i	-3%	-22%	i	2%	-1.3%	?
CCc1nnc(N2CCN(c3ncnc4c3oc3ccccc34)CC2)s1	8%	1%	0%	-0.1%	i	3%	8%	i	-2%	3.8%	?
CCOc1ccccc1NC(=O)CN(c1nccs1)S(=O)(=O)c1ccc(N)cc1	-9%	-1%	-1%	-0.6%	i	5%	19%	i	5%	-1.4%	i
COc1ccc(S(=O)(=O)N2CCN(C(=O)[C@@H]3CCC(=O)N3C3OC(=O)c4ccccc43)CC2)cc1 (stereo partly drawn)	5%	0%	1%	-0.3%	i	-1%	7%	i	0%	-0.5%	i
Cc1nc(SCn2nnc3ccccc3c2=O)nc(C)c1C	5%	-1%	0%	1.9%	i	4%	27%	i	1%	0.0%	?
CCOc1ccc(N2CC(=O)N/C2=N\c2nc(C)cc(C)n2)cc1	2%	-3%	-3%	-0.4%	i	3%	26%	i	3%	-1.7%	i
Cc1cc(CNC(=O)c2cc(Br)ccc2Cl)nn1C	-4%	-1%	0%	1.0%	i	-5%	9%	i	6%	-2.1%	i
COc1ccc2[nH]c(C)c(CN3CCC(C)CC3)c(=O)c2c1	-2%[7.66 µM]	1%	-1%	-0.1%	·	2%[9.17 µM]	5%[11.4 µM]	·	3%	-0.4%	·
C=CCNc1nc2c(c(=O)[nH]c(=O)n2C)n1CCCCC	-12%	1%	0%	0.8%	i	-1%	6%	i	0%	-2.8%	i
Cc1sc2c(c1C)c(=O)n(-c1ccccc1)c1nnc(C)n21	·	0%	-2%	-0.2%	·	·	1%	·	·	-1.4%	·
C=CCC(=O)OCC(=O)Nc1ccc(Oc2ccccc2)cc1	0%	-6%	-3%	0.9%	i	4%	6%	i	0%	0.4%	i
CCC1SC(=NC(=O)c2ccc(Cl)c(Cl)c2)NC1=O (stereo not drawn)	3%[7.66 µM]	1%	-3%	0.4%	·	-9%[9.17 µM]	9%[11.4 µM]	·	-2%	-2.5%	·
COc1ccc(C)cc1NC(=O)CNC(=O)Cn1ccc2ccccc2c1=O	-6%	-2%	-1%	-0.4%	i	-2%	-1%	i	-1%	-2.0%	i

Compound activity (PubChem)
